Source: PubChem (National Center for Advancing Translational Sciences (NCATS))
Anesthetic bind – candidate novel general anesthetic via apoferritin binding; P02791; apoferritin/1-aminoanthracene competitive binding, fluorescence; Potency, µM (series often up to 77.5 µM), inactives show top-dose activity change, negative = displacement, hits mostly inhibitors; hit rate 0.074% among 350,000; AID 485281; also: potency is read from the fitted curve at half-maximal effect; % is scaled to controls: 0 for no effect and ±100 for the full control effect; nearly all actives have a fitted effect of over 20% in size
Target sequence (P02791 2-175 limits assumed): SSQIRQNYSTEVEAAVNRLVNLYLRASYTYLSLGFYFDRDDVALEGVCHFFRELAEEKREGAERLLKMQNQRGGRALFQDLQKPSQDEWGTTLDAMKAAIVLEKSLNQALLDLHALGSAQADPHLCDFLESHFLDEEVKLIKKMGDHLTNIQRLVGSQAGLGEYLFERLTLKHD
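10 uM apoferritin + 50% sat. 1-AMA, PBS; cpd 10 min RT; Ex380/Em535 endpoint; normalized to free probe vs complex; 4-param Hill fit; propofol titration as pos. ctrl.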
D1 antag – human D1 dopamine receptor antagonism; hit rate 3.2% among 360,000; P21728; AID 504652; HEK293 TREx D1 cells, calcium flux, dopamine EC80; hits give low values; activity change, negative = inhibition, % at 10 µM; in the data active = activity change below about -30%; also: % is scaled to controls: 0 for no effect and ±100 for the full control effect
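Cells carrying a force-coupled, tetracycline-inducible human D1 receptor report calcium flux. Each well gets a 10 s baseline, compound with 180 s monitoring, then an EC80 dopamine stimulus with a second 180 s kinetic read.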
D1 PAM – enhances dopamine response at the human D1 receptor | P21728 | AID 504651 | hit rate 0.036% among 360,000 | HEK293 TREx D1 cells, calcium flux, dopamine EC20 potentiation | potentiation, % at 10 µM; in the data active = potentiation above about 30%; also: 0% is about no effect
RXFP1 antagonist – antagonists of human relaxin receptor RXFP1. Q9HBX9. HEK293-RXFP1, relaxin-stimulated cAMP HTRF, 30 min; hits give low values. activity change, negative = inhibition, % at 57.5 µM. hit rate 0.59% among 350,000;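 active = activity change of -60% or lower, but not beyond a set lower limit; inconclusive = change between -60% and -40%, or beyond the set limit; inactive = change above -40%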; also: % is scaled to controls: 0 for no effect and ±100 for the full control effect
TRHR ag – TRH receptor (human) agonism; TRHR cells, calcium flux fluo-8, FDSS agonist mode; activation, % at 2 µM; hit rate 0.18% among 360,000; AID 493084; in the data active = activation above about 30%; also: 0% is about no effect
Target sequence (P34981 whole entry, looked up): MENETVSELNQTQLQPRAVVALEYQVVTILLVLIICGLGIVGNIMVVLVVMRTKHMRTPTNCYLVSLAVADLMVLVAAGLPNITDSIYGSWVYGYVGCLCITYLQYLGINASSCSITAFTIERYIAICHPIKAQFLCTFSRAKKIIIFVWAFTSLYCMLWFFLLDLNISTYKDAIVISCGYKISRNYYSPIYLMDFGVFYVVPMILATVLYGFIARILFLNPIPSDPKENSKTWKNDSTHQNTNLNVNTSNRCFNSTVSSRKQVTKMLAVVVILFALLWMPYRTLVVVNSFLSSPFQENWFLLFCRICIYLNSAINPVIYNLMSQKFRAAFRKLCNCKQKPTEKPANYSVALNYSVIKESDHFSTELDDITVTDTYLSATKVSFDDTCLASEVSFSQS
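In this calcium-flux screen, cells bearing human TRHR are dye-loaded with fluo-8, baselined for 10 cycles, then exposed to library compounds; positive kinetic calcium responses during the agonist phase mark hits, with TRH as control.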
TRHR PAM – TRH receptor (human) allosteric enhancement; AID 493056; TRHR cells, fluo-8 calcium fluorescence, EC20 TRH enhancement; P34981; hit rate 0.66% among 360,000; enhancement, % at 2 µM; in the data active = enhancement above about 30%; also: 0% is about no effect
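Enhancer read-out: after compound pinning and an initial kinetic agonist-mode read, an EC20 of TRH (10 nM final) was injected and fluo-8 calcium signal (Ex 480/Em 530) followed at 1 s/cycle for 100 cycles in TRHR-expressing cells.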
D2 potentiator – D2 dopamine receptor (human) potentiation | P14416 | hit rate 0.34% among 340,000 | HEK293 T-REx D2, calcium flux, EC20 dopamine potentiation | potentiation, % at 10 µM;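 active = potentiation over 3 SD above the plate norm, cut at about 30% in these data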; also: 0% is about no effect
Target sequence (P14416 whole entry, looked up): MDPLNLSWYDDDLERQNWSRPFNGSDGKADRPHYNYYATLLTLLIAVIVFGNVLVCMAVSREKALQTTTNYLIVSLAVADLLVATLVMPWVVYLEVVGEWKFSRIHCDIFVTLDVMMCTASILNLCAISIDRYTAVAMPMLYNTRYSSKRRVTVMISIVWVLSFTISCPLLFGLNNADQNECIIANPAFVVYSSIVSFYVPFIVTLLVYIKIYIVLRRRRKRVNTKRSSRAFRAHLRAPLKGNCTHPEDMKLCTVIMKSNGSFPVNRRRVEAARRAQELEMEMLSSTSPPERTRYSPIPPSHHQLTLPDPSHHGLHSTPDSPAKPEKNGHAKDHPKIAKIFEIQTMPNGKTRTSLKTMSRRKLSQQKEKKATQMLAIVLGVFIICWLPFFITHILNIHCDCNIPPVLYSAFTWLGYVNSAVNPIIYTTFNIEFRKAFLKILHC
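Using a no-wash calcium dye in inducible, force-coupled HEK293 Trex cells expressing D2, we tracked fluorescence each second for 180 s after compound, then for 180 s after EC20 dopamine to detect augmented signalling.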
RXFP1 ag – agonists of human relaxin receptor RXFP1. Potency, µM (series often up to 57.5 µM), without a hit: top-dose activation, actives largely listed as activators. hit rate 0.3% among 370,000. HEK293T-RXFP1 cAMP TR-FRET, 30 min; response scale: percent of porcine relaxin response, buffer zero. Q9HBX9. AID 2676; also: potency is read from the fitted curve at half-maximal effect; % is scaled to controls: 0 for no effect and ±100 for the full control effect; nearly all actives have a fitted effect of over 60% in size; many of its hits are not listed in these tables
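HEK293 cells stably expressing RXFP1, treated 30 min at 37C with compounds plus PDE4 inhibitor Ro 20174; cAMP measured by HTRF TR-FRET. Normalized to buffer and 29 nM porcine relaxin; EC50 by Hill fit.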
D1 agonist – agonists of human D1 dopamine receptor; activation, % at 2 µM; HEK293 T-REx D1 cells, calcium flux, agonist mode; P21728; hit rate 1% among 360,000; in the data active = activation above about 30%; also: 0% is about no effect
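Agonism was scored from calcium flux recorded over 180 s (1 read/s) after pintool compound addition, following a 10-cycle baseline. Cells were inducible force-coupled HEK293 TREx D1, plated overnight at 30 C and loaded with no-wash calcium dye.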
Active calls of the source: *; ? = inconclusive; nt = no result given; [ ] = dose if it differs, or a comment. Unless noted, calls follow the shape of the dose curve; as a rule, active = well fitted curve in the direction sought with a large enough effect; inconclusive = small, poorly fitted or top-dose-only effect, or another doubt; inactive = no such curve, though single readings can be large; an effect the other way counts as inactive or inconclusive.

SMILES	Anesthetic bind	D1 antag	D1 PAM	RXFP1 antagonist	TRHR ag	TRHR PAM	D2 potentiator	RXFP1 ag	D1 agonist
Cc1cc(SCC(=O)Nc2ccccc2)n2ncc(-c3ccccc3)c2n1	-4%	-9	-3	-5	0.2	-7	0	-1.2%	2
CCOC(=O)c1ccc(S(=O)(=O)N2CCC(C(=O)OCC)CC2)cc1	-9%	0	-3	3	-1.4	9	6	1.6%	2
O=C(O)CSc1cnc2ccccc2n1	-6%	9	-1	-9	0.0	-1	-2	0.1%	1
Cc1ccc(S(=O)(=O)Nc2nc(C)c(C)s2)cc1	-4%	0	-1	4	0.3	-7	3	1.6%	2
CC(Sc1nnc(C2CC2)n1C1CC1)C(=O)Nc1cccc(S(=O)(=O)N2CCOCC2)c1 (stereo not given)	nt	-12	-5	-2	-0.9	-1	-3	3.9%	3
O=S(=O)(Nc1ccc(-n2cnnn2)cc1)c1ccccc1F	nt	23	6	1	0.5	3	2	-0.5%	3
COc1ccc(OCCCC(=O)Nc2cccc(C(C)=O)c2)cc1	-8%	-47*	-5	5	-0.9	0	-1	-1.0%	9
O=c1cccc(-c2ccc(Br)cc2)o1	-7%	15	-1	-2	-0.2	-1	-1	0.5%	5
COc1ccc(C(=O)Oc2ccc(/C=N/NC(=O)c3ccccc3OC)cc2[N+](=O)[O-])cc1	3%	3	-6	nt	0.2	51*	nt	1.3%	2
C/C(=C\c1ccc(C(=O)O)cc1)c1ccc2c(c1)C(C)(C)CCC2(C)C	nt	5	4	nt	0.1	-4	8	2.4%	-1
O=C(NCc1cccnc1)C1CCC(CNS(=O)(=O)c2cccc3nsnc23)CC1 (stereo not given)	-4%	4	1	-2	0.0	1	8	0.9%	1
O=C1N=c2ccccc2=C1c1c(O)n(-c2cccc(F)c2)[nH]c1=O	-2%	4	-4	-39	0.2	1	-1	-1.0%	0
COc1ccccc1N1CCN(C(=O)CN2C(=O)COc3ccc(S(=O)(=O)N4CCCC4)cc32)CC1	-2%	-5	-3	nt	-1.7	2	-1	0.5%	3
CCOC(=O)C1CCN(C(=O)COc2ccc(Br)cc2)CC1	4%	8	15	-2	0.2	-2	0	-0.6%	0
N=c1c(C(=O)NCc2ccc(F)cc2)cc2c(=O)n3ccccc3nc2n1Cc1ccco1	2%	-25	-6	nt	-0.2	-4	-12	3.3%	-3
CCN(CC)S(=O)(=O)c1ccc(-c2nnc(SCC(N)=O)n2CC)cc1	-4%	8	-1	2	10	-13	-1	-0.1%	3
O=C(Nc1cc(S(=O)(=O)N2CCOCC2)ccc1N1CCCC1)c1cc(F)c(F)cc1Cl	nt	8	-3	-18	-0.2	11	6	-1.0%	1
COC(=O)c1ccc(NC(=O)Nc2ccc(F)cc2)cc1	-12%	-36*	-10	-15	2.1	19	-9	-0.8%	24
CC(=O)CCc1oc2ccc(C)cc2c1-c1ccccc1	-4%	0	6	-36	-1.1	4	-4	-0.3%	6
Cc1cc(C)n(CCC(=O)N2CCN(S(=O)(=O)c3ccc(C)c(C)c3)CC2)n1	-1%	26	-1	1	0.0	-1	nt	8.1%	0
CCOc1ccc(C(=O)OCC(=O)N2CCCC2)cc1	-5%	-3	-2	-6	1.0	-2	4	-0.5%	0
Cc1cc(NC(=O)C2CC(c3ccc(F)cc3)=NO2)n(-c2ccccc2)n1 (stereo not given)	-14%	-64*	nt	-6	0.2	-3	-11	0.7%	1
CC(=O)n1nc(-c2ccccc2)nc1NCc1cccs1	-6%	17	-3	-30	-0.5	-2	-5	-0.4%	2
O=C(NNc1nccc(C(F)(F)F)n1)Nc1cccc(Cl)c1	-3%	4	3	0	-1.2	-7	2	0.0%	1
COc1ccc(C(c2nnnn2C2CCCC2)N2CCN(c3ccccc3)CC2)cc1 (stereo not given)	59%[activator]	-10	-3	-5	0.8	1	-2	0.3%	0

12 entries from above, set out differently.
Values run as follows: Anesthetic bind	D1 antag	D1 PAM	RXFP1 antagonist	TRHR ag	TRHR PAM	D2 potentiator	RXFP1 ag	D1 agonist
- Cc1cc(SCC(=O)Nc2ccccc2)n2ncc(-c3ccccc3)c2n1
 : -4%	-9	-3	-5	0.2	-7	0	-1.2%	2
- CCOC(=O)c1ccc(S(=O)(=O)N2CCC(C(=O)OCC)CC2)cc1
 : -9%	0	-3	3	-1.4	9	6	1.6%	2
- O=C(O)CSc1cnc2ccccc2n1
 : -6%	9	-1	-9	0.0	-1	-2	0.1%	1
- Cc1ccc(S(=O)(=O)Nc2nc(C)c(C)s2)cc1
 : -4%	0	-1	4	0.3	-7	3	1.6%	2
- CC(Sc1nnc(C2CC2)n1C1CC1)C(=O)Nc1cccc(S(=O)(=O)N2CCOCC2)c1 (stereo not given)
 : nt	-12	-5	-2	-0.9	-1	-3	3.9%	3
- O=S(=O)(Nc1ccc(-n2cnnn2)cc1)c1ccccc1F
 : nt	23	6	1	0.5	3	2	-0.5%	3
- COc1ccc(OCCCC(=O)Nc2cccc(C(C)=O)c2)cc1
 : -8%	-47*	-5	5	-0.9	0	-1	-1.0%	9
- O=c1cccc(-c2ccc(Br)cc2)o1
 : -7%	15	-1	-2	-0.2	-1	-1	0.5%	5
- COc1ccc(C(=O)Oc2ccc(/C=N/NC(=O)c3ccccc3OC)cc2[N+](=O)[O-])cc1
 : 3%	3	-6	nt	0.2	51*	nt	1.3%	2
- C/C(=C\c1ccc(C(=O)O)cc1)c1ccc2c(c1)C(C)(C)CCC2(C)C
 : nt	5	4	nt	0.1	-4	8	2.4%	-1
- O=C(NCc1cccnc1)C1CCC(CNS(=O)(=O)c2cccc3nsnc23)CC1 (stereo not given)
 : -4%	4	1	-2	0.0	1	8	0.9%	1
- O=C1N=c2ccccc2=C1c1c(O)n(-c2cccc(F)c2)[nH]c1=O
 : -2%	4	-4	-39	0.2	1	-1	-1.0%	0

The list continues.
SMILES	Anesthetic bind	D1 antag	D1 PAM	RXFP1 antagonist	TRHR ag	TRHR PAM	D2 potentiator	RXFP1 ag	D1 agonist
CCN(CC(=O)NCc1cccs1)C(=O)CCCOc1ccccc1	nt	4	-4	-3	-0.4	13	-5	2.1%	3
COc1cc(C(=O)NCCCN2CCCC2=O)ccc1OCc1ccc(Cl)cc1Cl	nt	-16	-10	-8	0.4	-2	10	0.2%	38*
CCN(CC)S(=O)(=O)c1cccc(C(=O)Nc2ccc(Cl)cn2)c1	?	-15	-3	12	-0.6	-3	1	3.3%	4
O=C(c1ccccc1Oc1ccccc1)N1CCN(c2ccccc2F)CC1	-18%	0	-3	-12	1.1	-10	-2	1.6%	4
COc1ccc(N(CC(=O)Nc2c(C)n(C)n(-c3ccccc3)c2=O)S(=O)(=O)c2ccc(C)cc2)cc1OC	-7%	-11	4	-14	0.5	5	8	-2.0%	1
Fc1ccc2[nH]c3c(N4CCN(c5ccccc5)CC4)ncnc3c2c1	-15%	-28	-7	-31	-0.3	-6	-13	0.1%	14
NC(=O)C1CCN(C(=O)CSc2ncccn2)CC1	0%	75	1	2	0.3	2	-4	3.1%	4
O=C(COC(=O)Cc1ccc(Br)cc1)NC1CCCCCC1	?	-2	-3	?	-1.2	-1	-6	1.5%	1
COc1cc(NC2c3ncccc3C(=O)N2Cc2ccco2)cc(OC)c1 (stereo not given)	-22%	-7	-2	-11	1.2	3	-5	-0.4%	1
O=C(O)c1cccc(NN=C2c3ccccc3-c3ccccc32)c1	-21%	-25	-5	-14	0.3	2	nt	1.7%	-5
Cc1[nH]c2ccccc2c1NC(=O)CN1CCN(Cc2ccc3c(c2)OCO3)CC1	-19%	0	-1	nt	0.0	9	-3	-0.3%	2
COC(=O)c1c(NC(=S)NNC(=O)c2ccc(Cl)s2)sc(C(=O)N(C)C)c1C	-2%	20	-8	-15	-0.2	3	11	11%	3
Cc1ccc(CN(C(=O)c2csnn2)C(C(=O)NC2CCCC2)c2ccccn2)cc1 (stereo not given)	-6%	5	-3	-11	-1.1	3	nt	-1.1%	1
COC(=O)CCC(=O)Nc1ccc(S(=O)(=O)Nc2cc(OC)nc(OC)n2)cc1	4%	5	-2	2	0.9	0	3	2.7%	3
N#CCCN(CCC#N)C(=O)C1c2ccccc2Oc2ccccc21	-1%	0	2	-15	-0.1	-7	-3	-0.2%	1
Cc1ccc(NC(=O)Cn2c(=O)n(CCc3ccccc3)c(=O)c3c4c(sc32)CCCC4)c(C)c1	3%	-14	2	nt	1.6	11	-6	7.4%	-1
COc1ccc2c([N+](=O)[O-])c(N3CCCC3)[nH]c2c1	-24%	3	-2	-10	-1.7	-3	1	3.4%	1
COC(=O)CSc1nnc2c(C)cc3cc4c(cc3n12)OCCO4	-4%	4	-3	nt	-0.3	-6	-7	2.5%	2
CN1C2C(Br)CCCCN2c2ccc(F)cc2S1(=O)=O (stereo not given)	-15%	2	-6	-10	-0.4	15	22	0.2%	2
CCN1CCN(C(=O)/C=C/c2ccccc2[N+](=O)[O-])CC1	-12%	0	1	1	0.5	2	3	2.0%	2
CN(C)C(=O)COC(=O)c1cc(Cl)cc(Cl)c1N	129%[activator]	-10	0	-3	1.3	3	2	4.2%	1
COc1ccc(CN2C(=O)CCC2(C)C(=O)NC2CCCCC2)c(OC)c1 (stereo not given)	-6%	-4	0	0	0.1	-6	10	0.3%	3
Cc1ccc(CNC(=O)c2ccc[nH]2)cc1	3%	0	0	2	-0.4	-17	-4	1.6%	3
CCc1noc(C)c1C(=O)N1CC(C)OC(C)C1 (stereo not given)	-6%	2	-5	-35	-0.2	-3	nt	1.5%	0
CCCC12CN3CC(C)(CN(C1)C3c1ccc(OC(C)C)cc1)C2=O (stereo not given)	-7%	-8	-2	-9	0.3	-5	-10	-0.7%	1
COc1ccccc1CNC(=O)CSc1nnc2c(n1)[nH]c1ccc(F)cc12	-9%	19	12	-14	0.4	2	nt	2.0%	0
COC(=O)CCCC(=O)NC1CCCN(C2Cc3ccccc3C2)C1 (stereo not given)	-5%	-16	-1	0	-0.1	-7	0	-0.7%	1
CC(=O)Nc1ccc(S(=O)(=O)N2CCN(C(=O)c3ncoc3-c3ccccc3C)CC2)cc1	-5%	2	3	0	0.6	10	-6	-3.2%	2
O=C(c1cc(COc2cccc(C(F)(F)F)c2)on1)N1CCC(c2ccccc2)CC1	7%	-25	-8	-19	2.4	-4	-2	26%	20
CCc1c(CN2CCN(c3cccc(C)c3C)CC2)csc1C	-2%	2	-2	-14	0.1	4	-12	3.6%	1

Some of the compounds tested; count on the stated rates, not on these rows.
